From PubChem BioAssay
Mac1 fbg inh = inhibitors of CD11b/CD18 adhesion to fibrinogen, primary screen, K562 cells, luminescence | Integrin beta-2 (Homo sapiens) + Integrin alpha-M (Homo sapiens), P05107+P11215 | ATPlite luminescence; Mn2+ added to activate the integrin | inhibition, % at 10 µM | 0.54% of 93,000 active | AID 1497, 2009;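 active = primary inhibition of 50% or more at 10 µM, then 40% or more on retest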; note: some results filed as inactive read as strong as hits
Mac1 fbg enh = enhancers of CD11b/CD18 adhesion to fibrinogen, primary screen, K562 cells, luminescence; AID 1499, 2009; activation, % at 10 µM; 0.07% of 93,000 active; Integrin beta-2 (Homo sapiens) + Integrin alpha-M (Homo sapiens), P05107+P11215; ATPlite luminescence;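 active = 10 µM primary screen giving 50% or more activity, confirmed by 40% or more on retest at that dose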; note: strong numbers were not always called active; reference of the scale not given here
MT1-MMP txn act = MT1-MMP promoter reporter activation – cell-based, luciferase luminescence, primary screen. AID 750, 2007. HT1080 MT1-MMP promoter luciferase reporter, overnight; hits give high values. 0.16% of 86,000 active. activation factor at 10 µM;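 active = activation factor of at least 2 for MT1-MMP transcription at 10 µM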
sEH inhibitor = soluble epoxide hydrolase inhibitors, primary screen, biochemical, human sEH; 0.34% of 91,000 active; recombinant human sEH enzymatic activity assay; inhibition, % at 2 µM; in the data active = inhibition above about 80%; note: values of inactives mirror those of a sister screen read the other way; many of its hits are not listed in these tables
Target sequence (P34913 whole entry, looked up): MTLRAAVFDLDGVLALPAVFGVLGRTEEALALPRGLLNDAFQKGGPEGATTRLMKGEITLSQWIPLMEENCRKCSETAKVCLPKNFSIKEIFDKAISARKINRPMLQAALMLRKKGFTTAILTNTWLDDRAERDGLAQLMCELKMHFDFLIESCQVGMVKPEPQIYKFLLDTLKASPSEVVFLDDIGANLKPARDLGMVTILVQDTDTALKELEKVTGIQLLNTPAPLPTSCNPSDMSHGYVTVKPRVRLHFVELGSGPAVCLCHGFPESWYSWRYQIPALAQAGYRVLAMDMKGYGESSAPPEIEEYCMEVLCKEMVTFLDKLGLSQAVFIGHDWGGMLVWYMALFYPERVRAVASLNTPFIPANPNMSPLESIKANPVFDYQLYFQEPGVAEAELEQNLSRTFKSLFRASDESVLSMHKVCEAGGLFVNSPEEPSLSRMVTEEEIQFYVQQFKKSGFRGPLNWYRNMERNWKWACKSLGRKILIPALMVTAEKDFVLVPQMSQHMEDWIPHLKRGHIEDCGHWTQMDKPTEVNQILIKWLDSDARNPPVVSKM
Smad3 FoxH1 inh = Smad3/FoxH1 peptide binding inhibitors, primary screen, biochemical, TR-FRET. Mothers against decapentaplegic homolog 3 (Homo sapiens), P84022. TR-FRET Smad3/Dy647-FoxH1 peptide binding, europium anti-His. inhibition, % at 25 µM. 0.29% of 88,000 active. AID 630, 2007;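 active = compounds that reduce the energy-transfer binding signal between the protein and its labelled peptide by more than half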;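 note: 0% = Smad3 plus labelled peptide maximal FRET and 100% = peptide-only background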
Target sequence (P84022 whole entry, looked up): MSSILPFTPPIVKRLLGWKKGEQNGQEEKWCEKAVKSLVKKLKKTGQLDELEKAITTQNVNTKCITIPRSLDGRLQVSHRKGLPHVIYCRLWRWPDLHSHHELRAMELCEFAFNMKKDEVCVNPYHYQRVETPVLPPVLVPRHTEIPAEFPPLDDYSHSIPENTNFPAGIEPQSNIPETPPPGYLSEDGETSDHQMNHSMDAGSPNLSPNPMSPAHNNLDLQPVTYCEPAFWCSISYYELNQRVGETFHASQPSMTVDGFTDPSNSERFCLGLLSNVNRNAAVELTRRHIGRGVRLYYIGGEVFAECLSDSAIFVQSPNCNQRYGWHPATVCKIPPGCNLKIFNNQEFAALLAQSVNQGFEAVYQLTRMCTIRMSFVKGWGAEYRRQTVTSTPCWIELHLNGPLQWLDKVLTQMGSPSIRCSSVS
ERa coact pot = enhancers of ERα–SRC-1 coactivator binding, primary screen, biochemical, TR-FRET, ERα LBD, low estradiol. Estrogen receptor (Homo sapiens), P03372. TR-FRET ERalpha-LBD/SRC-Cy5 coactivator binding, 2 h; 100 = basal binding, no effect. coactivator binding (% of control), % at 25.6 µM. 1.3% of 86,000 active. AID 639, 2007; in the data active = activity above about 200%;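 note: binding measured in presence of low estradiol as agonist stimulus; 0% = peptide alone without receptor and 100% = receptor with peptide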
Calb biofilm kill = clotrimazole potentiators killing Candida biofilms, primary screen, with clotrimazole, Alamar Blue. 0.14% of 85,000 active. C. albicans biofilm + clotrimazole. inhibition, % at 6 µM;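 active = inhibition above 20%; inactive = inhibition below 20%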;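 note: preformed 24 hr biofilms exposed to compound for 48 hr; 0% = biofilm without compound and 100% = blank killed by clotrimazole plus chlorhexidine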
ERb coact inh = inhibitors of ERβ-SRC1 coactivator interaction, primary screen, biochemical, TR-FRET, ERβ LBD, SRC-1 peptide; TR-FRET ER-beta LBD / SRC1-Cy5 peptide binding; receptor agonist-loaded with 1 µM estradiol; inhibition, % at 25.6 µM; 1.3% of 86,000 active;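 active = compounds whose percent inhibition of the receptor-coactivator binding signal exceeds about 50% in the single-dose screen, limit read from the data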;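 note: 0% = receptor plus peptide wells without compound and 100% = peptide-only wells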
sEH activator = soluble epoxide hydrolase activators, primary screen, biochemical, human sEH; Bifunctional epoxide hydrolase 2 (Homo sapiens), P34913; purified human sEH enzymatic activity, activator screen; activation, % at 2 µM; 0.04% of 91,000 active; AID 717, 2007; in the data active = activation above about 37%; note: values of inactives mirror those of a sister screen read the other way
* hit, by the source's call; · = not tested or not shown; [ ] = remark or other dose.

SMILES	Mac1 fbg inh	Mac1 fbg enh	MT1-MMP txn act	sEH inhibitor	Smad3 FoxH1 inh	ERa coact pot	Calb biofilm kill	ERb coact inh	sEH activator
CCn1c(SCC(=O)Nc2ccc(S(=O)(=O)Nc3ccccn3)cc2)nnc1-c1ccncc1	-2	-2	1.1	-4	9	102	3	-14	9
Cc1ccc(C(=O)c2c(C)oc3c2C(=O)C(=O)c2ccccc2-3)cc1	·	·	1.5	9	40	85[fluorescence artefact?]	10	-8[fluorescence artefact?]	-8
COc1ccc(C(=O)Nc2ccccc2C(=O)N/N=C/c2ccccc2OC)cc1	65*	-10	·	5	·	·	·	·	-4
FC(F)(F)c1cc(-c2ccco2)nc(-n2cnc3ccccc32)n1	6	16	1.1	·	-8	158	1	17[fluorescence artefact?]	·
CCCCC(=O)OCC(=O)Nc1ccc(OC(F)F)cc1	-6	0	1.2	-2	4[fluorescence artefact?]	114[fluorescence artefact?]	4	-2[fluorescence artefact?]	4
COCc1cc(Sc2ccc(Cl)cc2Cl)nc(-c2ccccc2)n1	24	-2	·	-1	·	·	·	·	0
Cn1c(SCc2cc(=O)[nH]c3ccccc23)nnc1-c1ccco1	-2	-3	1.1	-4	7	112	6	1	6
O=C(NC1CCN(Cc2ccccc2)CC1)C1CCN(S(=O)(=O)c2cccc3cccnc23)CC1	15	-3	1.3	·	-8	92[fluorescence artefact?]	14	20	·
CCSC1=C(C#N)C(c2cccc(O)c2)CC(=O)N1 (stereo unspecified)	-6	0	1.1	-11	6	112	-6	-4	9
O=C1CC(Nc2ccc3ccccc3c2)C(=O)N1Cc1ccccc1 (stereo unspecified)	-10	1	1	2	-1	89	5	-7	-3
O=C(C1CC(c2ccc(F)cc2)=NO1)N1CCc2ccccc2C1 (stereo unspecified)	-18	-6	1	4	-2	114[fluorescence artefact?]	11	-4	-1
CCCCSc1ccc(NC(=O)c2cccnc2)cc1	3	0	1.1	70	-11	82	6	-7	-70
COc1ccc(C(NC(=O)CC(C)C)NC(=O)CC(C)C)cc1OC	-1	-2	1.1	0	-24	110	6	-6	0
C=CCn1c(-c2ccc(OC)cc2)csc1=Nc1c(C)n(C)n(-c2ccccc2)c1=O	-34	-3	1	-13	7	86	-2	-3	15
O=C(c1ccco1)N1CCN(C(c2ccccc2)c2nnnn2C2CCCC2)CC1 (stereo unspecified)	·	·	1.2	-4	2	134	9	-1	6
Cc1ccc(-c2nnn(CC(=O)N(CC(=O)NC3CCCCC3)c3cnc4ccccc4c3)n2)o1	·	·	0.9	2	3	95	10	0	-2
O=S(=O)(c1ccc(NCCc2c[nH]c3ccccc23)nc1)N1CCOCC1	2	-3	1	0	-1	91	-5	-2[fluorescence artefact?]	0
CC1(C)Cc2nc3sc4c(SCC(=O)NC(c5ccccc5)c5ccccc5)ncnc4c3cc2CO1	-8	94*	·	23	·	·	·	·	-23
CCOC(=O)c1c(C=O)c(C)n(Cc2ccccc2Cl)c1C	11	0	1.1	-1	-11	54	7	-1	4
O=C(Nc1c(F)cc(F)cc1Br)c1ccco1	6	-5	1	2	4	110	5	-1	0
CCNc1nc(NCC)nc(OCCOC(C)=O)n1	·	·	1.3	-7	2	114	3	-19	12
Cn1c(=O)cc(OCC(=O)N2CCN(c3cccc(C(F)(F)F)c3)CC2)c2ccccc21	·	·	1.3	-16	23[fluorescence artefact?]	111	-2	-2	17
CCOc1ccc(C(=O)Nc2cc(C)on2)cc1OCC	-13	1	1	0	2[fluorescence artefact?]	104	6	-27	2
c1ccc(CCNc2nc3ccccc3n3nnnc23)cc1	-33	-1	1.3	·	9[fluorescence artefact?]	195[fluorescence artefact?]	-3	6[fluorescence artefact?]	·
c1ccc2c(c1)[nH]c1nc(SCCN3CCOCC3)nnc12	4	-3	1.2	-2	3	78[fluorescence artefact?]	8	-1[fluorescence artefact?]	-1
CC(C)OCCCNc1ncnc2c1cnn2-c1ccccc1	·	·	0.5	·	2	97	2	-6	·
COc1cc(C2C(C(=O)Nc3ccccc3OC)=C(C)Nc3ncnn32)ccc1O (stereo unspecified)	-5	-1	1.1	·	-7	141[fluorescence artefact?]	2	-10	·
O=C(CN1C(=O)COc2ccccc21)N(Cc1ccc2c(c1)OCO2)CC1CCCO1 (stereo unspecified)	0	-3	1.2	-16	-13	110	3	9[fluorescence artefact?]	14
COc1ccc(CCNc2oc(COc3ccc(F)cc3)nc2C#N)cc1	10	8	1.1	0	0	103	3	-3	-2
O=C(NCc1cccnc1)c1ccc(Cl)cc1[N+](=O)[O-]	-25	66	·	-4	·	·	·	·	7
O=c1[nH]c(=O)n([C@H]2C[C@H](O)[C@@H](CO)O2)cc1F	·	·	0.4	·	-5	124	0	-7	·
CC1=C(C(=O)Nc2ccccc2)C(c2ccc(C)o2)n2c(s/c(=C\c3ccco3)c2=O)=N1 (stereo unspecified)	-14	7	1.1	24	13	78[fluorescence artefact?]	0	32[fluorescence artefact?]	-23
Cc1ccc2c(c1)N=C(c1ccc(Cl)cc1)CO2	5	-3	1.9	0	7	100	4	8	-2
COC(=O)c1sc2nc3c(cc2c1N)C(=O)CC(C)(C)C3	-6	-1	1.1	-5	6	113	7	-3	5
O=C(OCc1ccccc1)c1ccc(Br)o1	-14	4	1.2	4	-3	88	4	-4	1
O=C(NC1CCCCC1NC(=O)c1cccs1)c1cccs1 (stereo unspecified)	5	3	1.1	-4	-1	115	10	-2	3
COc1cc(CNCCc2ccc(F)cc2)ccc1OCc1ccc(Cl)nc1	-2	1	·	-23	·	·	·	·	24
Cn1c(=O)[nH]c(=O)c2c1nc(Br)n2CCOc1ccccc1	-5	0	1	1	5	117	4	-9[fluorescence artefact?]	-1
Cn1ccnc1C(O)c1cc(C(C)(C)C)c(O)c(C(C)(C)C)c1 (stereo unspecified)	37	-4	1.1	-8	4	99	0	-2	5
Clc1cccc(Cl)c1-c1nnc2cccc(Cl)n12	·	·	1.2	4	-2	109	-2	7	-2

Reprinted at random: five entries already listed, in no set order.
SMILES	Mac1 fbg inh	Mac1 fbg enh	MT1-MMP txn act	sEH inhibitor	Smad3 FoxH1 inh	ERa coact pot	Calb biofilm kill	ERb coact inh	sEH activator
COc1cc(CNCCc2ccc(F)cc2)ccc1OCc1ccc(Cl)nc1	-2	1	·	-23	·	·	·	·	24
Clc1cccc(Cl)c1-c1nnc2cccc(Cl)n12	·	·	1.2	4	-2	109	-2	7	-2
O=c1[nH]c(=O)n([C@H]2C[C@H](O)[C@@H](CO)O2)cc1F	·	·	0.4	·	-5	124	0	-7	·
O=C(NC1CCCCC1NC(=O)c1cccs1)c1cccs1 (stereo unspecified)	5	3	1.1	-4	-1	115	10	-2	3
Cn1ccnc1C(O)c1cc(C(C)(C)C)c(O)c(C(C)(C)C)c1 (stereo unspecified)	37	-4	1.1	-8	4	99	0	-2	5

(list continues)
SMILES	Mac1 fbg inh	Mac1 fbg enh	MT1-MMP txn act	sEH inhibitor	Smad3 FoxH1 inh	ERa coact pot	Calb biofilm kill	ERb coact inh	sEH activator
Cc1cc(OCc2ccc(C(=O)n3cccn3)o2)ccc1Cl	·	·	1.2	-20	-12	103	0	9[fluorescence artefact?]	19
Cc1ccc(-n2c(-c3ccc(Br)cc3)c[n+]3c2CCc2ccc4cccnc4c2-3)cc1	·	·	0.5	-8	-1	22	14	4	7
COc1ccc2oc(=O)c(C(=O)NCc3ccccn3)cc2c1	·	·	1.4	5	12	104	8	-25[fluorescence artefact?]	-2
CCOC(=O)C1CCN(C(=O)c2cn(CCOC)c(=O)c3c2c2ccccc2n3C)CC1	0	-3	1.1	5	8	94	9	26	-6
CC(=O)c1c(C)cc(C)c(CSc2nc(C)cc(=O)[nH]2)c1C	-13	3	1.4	·	7	91[fluorescence artefact?]	8	8	·
COc1ccc(NC(=O)C2CC(=O)OC2(C)C)cc1 (stereo unspecified)	-6	-3	1	5	4	119	7	-4	-4
Cc1cc2ncn(C(=O)N3CCCCC3)c2cc1C	-9	4	1.1	-10	13	118[fluorescence artefact?]	9	-7	9
CCOC(=O)c1c(C)oc2ccc(NS(=O)(=O)c3ccc4c5c(cccc35)C(=O)N4)cc12	·	·	1.1	0	8	52[fluorescence artefact?]	2	65*[fluorescence artefact?]	1
Cc1ccc(S(=O)(=O)N2CCCOC2)cc1	0	-2	1.1	0	-5	118	2	-4[fluorescence artefact?]	1
O=C(CSc1nnnn1C1CCCCC1)NCc1ccc2c(c1)OCO2	-5	-1	1	1	-14	106	5	-5[fluorescence artefact?]	0
O=C(COc1cccc2cccnc12)NCC(F)(F)F	3	-2	1.1	-13	2	80[fluorescence artefact?]	-1	31[fluorescence artefact?]	12
CCn1cc(C(=O)Nc2ccc(-n3cnnn3)c(OC)c2)c(=O)c2ccc(C)nc21	-7	9	1.1	0	3	337*[fluorescence artefact?]	9	-1[fluorescence artefact?]	2

Compound profiles (already shown). Values in the order: Mac1 fbg inh	Mac1 fbg enh	MT1-MMP txn act	sEH inhibitor	Smad3 FoxH1 inh	ERa coact pot	Calb biofilm kill	ERb coact inh	sEH activator
CCOC(=O)c1c(C)oc2ccc(NS(=O)(=O)c3ccc4c5c(cccc35)C(=O)N4)cc12 in the list: ·	·	1.1	0	8	52[fluorescence artefact?]	2	65*[fluorescence artefact?]	1
CCCCSc1ccc(NC(=O)c2cccnc2)cc1 in the list: 3	0	1.1	70	-11	82	6	-7	-70
COc1cc(C2C(C(=O)Nc3ccccc3OC)=C(C)Nc3ncnn32)ccc1O (stereo unspecified) in the list: -5	-1	1.1	·	-7	141[fluorescence artefact?]	2	-10	·
COC(=O)c1sc2nc3c(cc2c1N)C(=O)CC(C)(C)C3 in the list: -6	-1	1.1	-5	6	113	7	-3	5
O=C(NCc1cccnc1)c1ccc(Cl)cc1[N+](=O)[O-] in the list: -25	66	·	-4	·	·	·	·	7

An excerpt, so the mix of outcomes need not match the whole.
